TGFb SMAD3 inh – blocks TGF-b signaling. AID 588855. HepG2 CAGA-GFP TGF-b/SMAD3 reporter, GFP fluorescence, 18 h; TGF-beta stimulated, 500 pg/mL final. 1.2% of 410,000 active. Potency, µM (highest dose often 46.1 µM), for inactives: at the top dose activity, negative = inhibition, most hits filed as inhibitors; also: potency is read from the fitted curve at half-maximal effect; % is scaled to controls: 0 for no effect and ±100 for the full control effect; nearly all actives have a fitted effect of over 65% in size
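Per well, imaged GFP fluorescence of HEPG2 CAGA-GFP cells gives the signal; cells get compound, then TGF-beta (500 pg/mL final), 18 h at 37 degrees C; %Activity versus -TGF-beta and +DMSO controls.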
pAkt inh – inhibitors of Akt phosphorylation; Neuro2A IGF-stimulated pAkt S473 HTRF, 20 min; hits give low values; activity change, % for hits at 50 µM; 0.32% of 360,000 active; AID 651550; in the data active = activity change below about -80%; inconclusive = mostly about -51% to -80%; also: % is scaled to controls: 0 for no effect and ±100 for the full control effect
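Neuro2A cells in DMEM with 0.5% FBS, overnight at 37 deg C, given compound at single 50 µM final, then IGF (6 nM final) for 20 min at 37 deg C. Lysed; phospho-Akt Ser473 by HTRF after 24 h, 665/615 ratio.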
CCT chaperon mod – cytosolic chaperonin activity modulation | purified chaperonin ATPase assay, HTRF ADP detection, 30 min | activity change, % (test concentration not listed), hits read low | 0.3% of 360,000 active; in the data active = activity change below about -30%; also: % is scaled to controls: 0 for no effect and ±100 for the full control effect
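Nucleotide hydrolysis assay: TRiC at 20–40 nM final (set by batch activity) with 10 uM ATP, 30 min at 37 °C, in presence of 76 uM compound. Detection by competitive ADP HTRF, 30 min ambient.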
Nrf2 block – blocks Nrf2 signaling. A549 ARE-Fluc reporter, luciferase luminescence, 18-24 h. Potency, µM (doses to about 46 µM), for the others: top-dose activity change, negative = inhibition, actives largely listed as inhibitors. 2.1% of 360,000 active. AID 504444; also: potency is read from the fitted curve at half-maximal effect; % is scaled to controls: 0 for no effect and ±100 for the full control effect; nearly all actives have a fitted effect of over 60% in size
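A549 ARE_Fluc cells, 5000/well, 5% FBS OPTI-MEM; compounds in dose-response, 18-24 h at 37 °C/5% CO2; CellTiter-Fluor viability read (Ex 405/Em 525), then BugLite luciferase luminescence = Nrf2 activity.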
Abeta rescue – compounds reversing amyloid beta toxicity in yeast; yeast expressing A-beta42, growth rescue, OD600, 48 h; response scale: 0% DMSO, 100% iron-clioquinol control; Potency, µM (doses to about 46.1 µM), for the others: top-dose growth rescue, most hits filed as activators; 0.063% of 410,000 active; AID 1347071; also: potency is read from the fitted curve at half-maximal effect; nearly all actives have a fitted effect of over 55% in size
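Yeast A-beta toxicity model in growth medium with pinned compounds, 48 h at 30 C; growth read as absorbance at 600 nm. Normalized to FeCl3/clioquinol equimolar mix (positive) and DMSO (negative).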
A549 tox – A549 cytotoxicity, counter-screen for Nrf2 inhibitors; AID 504648; 0.16% of 390,000 active; A549 ARE-Fluc cells, CellTiter-Fluor viability, 18-24 h; Potency, µM (series often up to 46 µM), for inactives: top-dose activity change, negative = cytotoxicity, hits mostly inhibitors; also: potency is read from the fitted curve at half-maximal effect; % is scaled to controls: 0 for no effect and ±100 for the full control effect
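A549 ARE-Fluc cells in 5% FBS OPTI-MEM, 5000 cells/well, rested 2 h then exposed to compounds in concentration-response for 18-24 h at 37 °C. Viability by CellTiter-Fluor fluorescence (Ex 405/Em 525) after 30 min; luciferase luminescence (BugLite, 15 min, RT) read afterwards.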
Nrf2 ARE act – activators of Nrf2 (ARE) signaling; AREc32 ARE-luciferase reporter (MCF7-derived line), luminescence, 24 h; Potency, µM (top dose mostly 46.1 µM), for the others: at the top dose activation, most hits filed as activators; 0.31% of 410,000 active; also: potency is read from the fitted curve at half-maximal effect; % of control where 0% means no effect; nearly all actives have a fitted effect of over 65% in size
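Reporter line AREc32 (ARE-Fluc), seeded overnight in OPTI-MEM with 5% FBS; compound pin-transferred, 24 hr at 37 deg C, 5% CO2; luminescent read-out.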
HepG2 viability – kills HepG2 cells in TGF-b inhibitor counter-screen; HepG2 CAGA-GFP viability, ATP luminescence, 18 h; Potency, µM (titrated, usually from 46.1 µM), without a hit: top-dose activity change, negative = cytotoxicity, usual class: cytotoxic; 0.76% of 410,000 active; AID 588856; also: potency is read from the fitted curve at half-maximal effect; some results filed as inactive show a strong effect at the top dose
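HepG2 CAGA-GFP cells (1000/well, DMEM with 1% FBS) received compound, then TGF-beta at 500 pg/mL final, and were incubated 18 hours at 37 degrees C. Viability was read by CellTiter-Glo luminescence. Media-only wells were set as complete cell-killing and DMSO as no toxicity.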
Mm-Cpn inhibitor – inhibitors of Methanococcus maripaludis chaperonin (MmCpn). purified Mm-Cpn ATPase, ADP Transcreener TR-FRET. Potency, µM (doses to about 76.9 µM), without a hit: at the highest dose activity, negative = inhibition, usual class: inhibitors. 0.031% of 330,000 active; also: potency is read from the fitted curve at half-maximal effect; % is scaled to controls: 0 for no effect and ±100 for the full control effect; nearly all actives have a fitted effect of over 80% in size
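Measured: ADP formation by purified Mm-CPN. Conditions: 25 nM protein, 10 uM ATP, Tris pH 7.4 with Mg2+, K+ and DTT, 37°C for 30 min. Detection: Transcreener HTRF after 30 min at room temperature.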
* = called active by the depositor; i = inactive; ? = inconclusive; . = not tested or not shown; [ ] = another dose, or the depositor's remark. Unless noted, calls follow the shape of the dose curve; as a rule, active = well fitted curve in the direction sought with a large enough effect; inconclusive = small, poorly fitted or top-dose-only effect, or another doubt; inactive = no such curve, though single readings can be large; an effect the other way counts as inactive or inconclusive. An unsorted share of the library, and some 4.3% of all compounds hit somewhere here.

SMILES	TGFb SMAD3 inh	pAkt inh	CCT chaperon mod	Nrf2 block	Abeta rescue	A549 tox	Nrf2 ARE act	HepG2 viability	Mm-Cpn inhibitor
Oc1ccc2ccc(Cl)cc2c1	-17%	i	-2.4	8%	-5%	1%	23%	-31%	.
Cn1cccc1C(C#N)c1cccc(F)c1C#N (centres undefined)	-3%	i	0.7	3%	-7%	-4%	6.0%	-11%	-4%
Cc1ccc(C(=O)NNC(=O)C2CCN(Cc3ccccc3)CC2)cc1	-2%	i	-1.2	.	9%	-3%	-0.5%	-23%	3%
O=C(Nc1ccccc1C(F)(F)F)NC1CCCCC1	4%	i	-0.3	-23%	20%	-9%	-0.9%	-17%	-5%
COc1ccc(-n2c(SC3CCOC3=O)nc3ccccc3c2=O)cc1OC (centres undefined)	-12%	i	-7.0	-18%	-27%	-14%[1.84 µM]	-0.7%	-26%	-1%
CSc1ccccc1NC(=O)Cn1nnc(-c2ccc(S(C)(=O)=O)cc2)n1	-22%	i	1.2	14%	-1%	0%	-0.3%	0%	-2%
CC(OC(=O)C1COc2ccccc2O1)C(=O)c1ccccc1 (centres undefined)	3%	i	3.2	.	0%	.	-0.5%	6%	.
CC(CN1CCCC1)OC(=O)c1ccc(Cl)cc1Cl (centres undefined)	6%	i	1.3	?	-8%	10%	3.0%	-1%	1%
Cc1ccsc1/C=C1/SC(=O)N(CC(=O)N2CCCC2)C1=O	-29%	i	-1.7	9%	0%	10%	0.8%	-15%	-1%
O=C(Nc1ccc(OC(F)(F)F)cc1)c1cc(-c2ccc(Cl)cc2)on1	?	.	.	6%	-19%	-3%	-0.1%	-1%	.
Cc1ccc(Cn2ccn(Cc3cccc(C(F)(F)F)c3)c(=O)c2=O)cc1	?	.	.	0%	-7%	-8%	0.1%	2%	.
Cc1nnc(SCc2ccccn2)n(N)c1=O	16%	i	-0.5	-13%	-12%	5%	0.0%	10%	1%
Cc1cc(C)cc(Nc2cc(C(=O)NCCCN(C)C3CCCCC3)c3ccccc3n2)c1	-42%	.	.	?	6%	?	11%	-39%	.
Cc1c(/C=C(\C#N)C(=O)NCc2ccccc2)cc(C#N)n1C	3%	i	-2.6	-13%	-13%	11%	0.3%	-11%	-1%
O=[N+]([O-])c1cc(Cl)ccc1N1CCCCC1	0%	i	-5.2	-5%	-18%	3%	-0.6%	-11%	2%
COc1ccc(CNC(=O)Nc2nnc([C@H]3C[C@H](O)[C@@H](CO)O3)s2)cc1	12%	i	1.1	.	-9%	.	-1.2%	-6%	.
Cc1ccccc1-c1nnc(SCC(=O)Nc2c(C)n(C)n(-c3ccccc3)c2=O)o1	?	i	-2.5	10%	-7%	-9%	0.0%	0%	.
Cc1ccc(S(=O)(=O)c2c(C)cc(-c3ccccc3)[nH]c2=O)cc1	2%	i	0.6	-27%	7%	0%	-0.2%	-19%	0%
CC(C)COc1ccc(C(=O)N/N=C/c2ccoc2)cc1	5%	i	2.3	11%	-16%	1%	-0.4%	0%	0%
Cc1cc(=O)n(C)c(=O)n1CCCCCCN1CCCC1	3%	i	-2.6	?	-6%	7%	-0.6%	-5%	4%
O=C(CCN1C(=O)C2(OCCO2)c2ccccc21)c1ccccc1	-7%	i	-1.9	1%	12%	0%	2.6%	-32%	0%
CN(C(=O)c1cccc(NC(=O)Cc2ccc(NC(=O)C3CCCN(C(=O)CCc4ccccc4)C3)cc2)c1)C1CCCCC1 (centres undefined)	?	i	0.0	10µM*	2%	-12%	4.5%	-3%	.
CC(=O)N1CCN=C1SCc1ccccc1F	0%	i	-1.2	-3%	-5%	2%	-0.5%	-13%	-1%
O=C(Nc1ccncc1)c1cc(S(=O)(=O)N2CCOCC2)ccc1Cl	-1%	i	-3.6	-4%	7%	1%	-0.6%	1%	5%
CCOc1ccc2oc(C(=O)N3CC(C)OC(C)C3)c(C)c2c1 (centres undefined)	7%	i	1.0	8%	-6%	17%	-0.8%	0%	0%

Reprinted from the results shown (5 entries):
SMILES	TGFb SMAD3 inh	pAkt inh	CCT chaperon mod	Nrf2 block	Abeta rescue	A549 tox	Nrf2 ARE act	HepG2 viability	Mm-Cpn inhibitor
Oc1ccc2ccc(Cl)cc2c1	-17%	i	-2.4	8%	-5%	1%	23%	-31%	.
Cn1cccc1C(C#N)c1cccc(F)c1C#N (centres undefined)	-3%	i	0.7	3%	-7%	-4%	6.0%	-11%	-4%
Cc1ccc(C(=O)NNC(=O)C2CCN(Cc3ccccc3)CC2)cc1	-2%	i	-1.2	.	9%	-3%	-0.5%	-23%	3%
O=C(Nc1ccccc1C(F)(F)F)NC1CCCCC1	4%	i	-0.3	-23%	20%	-9%	-0.9%	-17%	-5%
COc1ccc(-n2c(SC3CCOC3=O)nc3ccccc3c2=O)cc1OC (centres undefined)	-12%	i	-7.0	-18%	-27%	-14%[1.84 µM]	-0.7%	-26%	-1%

Compound profiles (already shown). Order of values: TGFb SMAD3 inh | pAkt inh | CCT chaperon mod | Nrf2 block | Abeta rescue | A549 tox | Nrf2 ARE act | HepG2 viability | Mm-Cpn inhibitor
Cc1ccc(C(=O)NNC(=O)C2CCN(Cc3ccccc3)CC2)cc1 across the screens: -2% | i | -1.2 | . | 9% | -3% | -0.5% | -23% | 3%
CSc1ccccc1NC(=O)Cn1nnc(-c2ccc(S(C)(=O)=O)cc2)n1 across the screens: -22% | i | 1.2 | 14% | -1% | 0% | -0.3% | 0% | -2%

New compounds follow
SMILES	TGFb SMAD3 inh	pAkt inh	CCT chaperon mod	Nrf2 block	Abeta rescue	A549 tox	Nrf2 ARE act	HepG2 viability	Mm-Cpn inhibitor
Cc1[nH]c(=O)[nH]c(=O)c1S(=O)(=O)Nc1ccc(F)cc1Cl	17%	i	-4.8	-8%	-24%	0%	-2.1%	4%	1%
CCOC(=O)c1ccsc1NC(=O)c1ccco1	-7%	i	3.5	?	-25%	1%	5.7%	6%	-2%
CCOC(=O)c1ccc2c(c1)N(Cc1cccc(OC)c1)C(=O)c1ccccc1S2(=O)=O	-7%	.	.	?	-54%[inhibitor]	17%	5.7%	7%	.
CCCCOc1ccc(C2c3c(oc4ccccc4c3=O)C(=O)N2c2nc(C)c(C(=O)OCC)s2)cc1OC (centres undefined)	-1%	.	.	7%	2%	-3%	-0.2%	5%	.
CCO/C(C)=N/Oc1cccc(N(C)C)c1	-6%	i	0.8	.	-10%	.	-1.2%	-3%	.
Cc1cc(C)c(OCC(=O)Nc2cc(C(=O)O)cc(C(=O)O)c2)cc1C	-18%	i	1.1	3%	5%	-11%	-0.2%	-3%	-2%
CC(=O)/C=C/c1ccc2ccccc2n1	?	i	0.6	?	-70%[inhibitor]	2%	?	20µM*	-1%
Cn1c(=O)c2c(nc(NCC3CCCO3)n2C)n(C)c1=O (centres undefined)	-3%	i	-0.7	-7%	6%	2%[1.84 µM]	-0.1%	6%	0%
COC1OC2COC(c3ccccc3)OC2C2OC(c3ccccc3)OC12 (centres undefined)	8%	i	0.2	.	8%	.	-0.2%	-3%	.
O=C(CCC(=O)N(c1cccc(F)c1)C(C(=O)NC1CCCC1)c1ccncc1)Nc1cccnc1 (centres undefined)	-9%	i	-0.4	9%	16%	-5%	-0.1%	-3%	0%
O=C1NC(=Nc2ccccc2Cl)S/C1=C\c1cccc([N+](=O)[O-])c1O	-23%	i	0.3	-26%	-93%[inhibitor]	?	3.3%	-21%	3%
CCOC(=O)C1=NOC2C(=O)N(c3ccc(Cl)cc3Cl)C(=O)C12 (centres undefined)	-8%	i	0.5	1%	-14%	7%	7.3%	3%	-3%
COc1ccc(S(=O)(=O)N2CCN(CC(=O)N3CCNC3=O)CC2)cc1OC	1%	i	0.5	.	0%	.	-0.4%	-7%	.
Cc1cccc(CC2CC(=O)N(c3nc4ccccc4s3)C2=O)c1 (centres undefined)	-6%	i	-5.3	-23%	15%	2%	-0.1%	1%	-2%
CN1CCN(C(CNC(=O)C(=O)Nc2ccc(Cl)cc2)c2cccnc2)CC1 (centres undefined)	36%[activator]	.	.	?	-8%	?	-0.9%	-22%	.
COc1ccc(CC(=O)N2CCc3cc(OC)c(OC)cc3C2C)c(OC)c1 (centres undefined)	7%	i	1.9	-19%	-17%	-2%	-0.2%	-5%	2%
Cc1c(CCC(=O)O)c(=O)oc2cc(OCc3ccc(Br)cc3)ccc12	-14%	i	0.9	-6%	0%	-1%	-1.2%	9%	1%
Cc1ccc(CNS(=O)(=O)c2cn(C)c(=O)n(C)c2=O)cc1	-2%	i	1.5	3%	8%	-2%	-0.1%	3%	1%
Oc1ccccc1C(=S)N1CCCC1	-6%	i	0.9	-1%	0%	-4%	0.1%	-2%	0%
COc1ccc(CNC(=O)C2CCN(S(=O)(=O)c3ccc4c(c3)N(C(C)=O)CCO4)CC2)cc1	-8%	i	0.6	-3%	14%	3%	-0.5%	-18%	1%
Cn1cc(Br)c(C(=O)Nc2c(F)c(F)c(F)c(F)c2F)n1	-17%	i	-2.9	10%	-3%	17%	2.5%	-5%	0%
Cc1cc(C)c(OCC(=O)N/N=C/c2ccco2)c(C)c1	-5%	i	-0.2	-6%	7%	5%	6.6%	-21%	0%
COc1ccc2[nH]c3c(c2c1)CCN1C(=O)C(CC(=O)NCCC2=CCCCC2)C[C@H](C(=O)N2CCCCC2)[C@@]31CCc1ccccc1 (some centres undefined)	-7%	i	1.4	18µM*	-4%	-25%	-0.4%	-27%	-26%
CCN(C)Cc1c(C(=O)N2CCc3ccccc3C2)nc2ccc(Cl)cn12	5%	i	-1.2	6%	9%	0%	0.1%	8%	0%
C=C(C)[C@@H]1CC=C(CN2CCN(Cc3ccccc3)CC2)CC1	0%	i	3.3	3%	-5%	0%	3.2%	-17%	-4%
